# TRHR agonist = TRH receptor (human) agonism; AID 493084; activation, % at 2 µM; 360,000 tested, 0.18% active; TRHR cells, calcium flux fluo-8, FDSS agonist mode; P34981; in the data active means activation above about 30%; further: 0% is about no effect
# Target sequence (P34981 whole entry, looked up): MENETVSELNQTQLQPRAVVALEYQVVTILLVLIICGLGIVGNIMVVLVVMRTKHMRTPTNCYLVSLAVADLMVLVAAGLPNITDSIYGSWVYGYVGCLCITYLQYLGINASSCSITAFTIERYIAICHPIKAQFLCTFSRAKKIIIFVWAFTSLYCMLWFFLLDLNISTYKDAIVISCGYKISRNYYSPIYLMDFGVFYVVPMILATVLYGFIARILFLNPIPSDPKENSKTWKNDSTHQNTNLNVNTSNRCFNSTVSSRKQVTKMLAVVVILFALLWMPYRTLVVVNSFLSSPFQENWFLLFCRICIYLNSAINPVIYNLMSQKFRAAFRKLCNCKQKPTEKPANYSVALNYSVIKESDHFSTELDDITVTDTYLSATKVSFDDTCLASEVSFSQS
#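 Agonist-mode FDSS calcium read (Ex 480/Em 530, 1 s cycles) in 1536-well TRHR cells with fluo-8 dye, after 10-cycle baseline and 23 nL compound addition; TRH at EC20 (10 nM final) added afterwards for the enhancer phase.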
# D1 PAM = enhances dopamine response at the human D1 receptor. HEK293 TREx D1 cells, calcium flux, dopamine EC20 potentiation. AID 504651. 360,000 tested, 0.036% active. potentiation, % at 10 µM; in the data active means potentiation above about 30%; further: 0% is about no effect
# D1 ag = activates the human D1 dopamine receptor. HEK293 T-REx D1 cells, calcium flux, agonist mode. activation, % at 2 µM. P21728. 360,000 tested, 1% active; in the data active means activation above about 30%; further: 0% is about no effect
#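 Agonism was scored from calcium flux recorded over 180 s (1 read/s) after pintool compound addition, following a 10-cycle baseline. Cells were inducible force-coupled HEK293 TREx D1, plated overnight at 30 C and loaded with no-wash calcium dye.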
# D1 antagonist = human D1 dopamine receptor antagonism | 360,000 tested, 3.2% active | HEK293 TREx D1 cells, calcium flux, dopamine EC80; stronger effect = lower value | activity change, negative = inhibition, % at 10 µM; in the data active means activity change below about -30%; further: on the % scale 0 is the no-effect control and ±100 the full control effect
#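 Kinetic fluorescence of a calcium dye serves as the read-out. D1-expressing Hek293 Trex cells, induced overnight at 30 C, are exposed to compound for 180 s before an EC80 dopamine addition, then read 180 s further.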
# D2 potentiator = D2 dopamine receptor (human) potentiation. P14416. AID 485347. 340,000 tested, 0.34% active. potentiation, % at 10 µM. HEK293 T-REx D2, calcium flux, EC20 dopamine potentiation;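 active means potentiation over 3 SD above the plate norm, cut at about 30% in these data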; further: 0% is about no effect
# Target sequence (P14416 whole entry, looked up): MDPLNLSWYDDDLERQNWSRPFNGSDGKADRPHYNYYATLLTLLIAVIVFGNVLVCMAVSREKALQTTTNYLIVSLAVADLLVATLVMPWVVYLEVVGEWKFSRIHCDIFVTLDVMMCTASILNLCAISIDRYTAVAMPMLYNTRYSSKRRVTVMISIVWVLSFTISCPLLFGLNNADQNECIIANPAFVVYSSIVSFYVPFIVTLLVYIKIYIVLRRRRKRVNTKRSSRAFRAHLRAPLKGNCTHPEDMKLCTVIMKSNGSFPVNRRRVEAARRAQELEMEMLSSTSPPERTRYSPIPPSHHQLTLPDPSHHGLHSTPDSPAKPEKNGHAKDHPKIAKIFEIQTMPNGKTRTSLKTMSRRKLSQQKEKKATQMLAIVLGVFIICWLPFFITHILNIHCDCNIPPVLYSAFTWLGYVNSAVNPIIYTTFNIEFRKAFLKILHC
#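 Tetracycline-induced HEK293 T-REx cells force-coupled to calcium signalling expressed D2; compounds were pin-added after a 10 s baseline, read kinetically 180 s, then an EC20 dopamine challenge followed with a further 180 s calcium read.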
# Anesthetic bind = binds horse apoferritin like a general anesthetic. apoferritin/1-aminoanthracene competitive binding, fluorescence. Potency, µM (titrated, usually from 77.5 µM), for inactives: at the top dose activity change, negative = displacement, most hits filed as inhibitors. 350,000 tested, 0.074% active; further: potency means the concentration at half of the fitted maximal effect; on the % scale 0 is the no-effect control and ±100 the full control effect; nearly all actives have a fitted effect of over 20% in size
# Target sequence (P02791 2-175 limits assumed): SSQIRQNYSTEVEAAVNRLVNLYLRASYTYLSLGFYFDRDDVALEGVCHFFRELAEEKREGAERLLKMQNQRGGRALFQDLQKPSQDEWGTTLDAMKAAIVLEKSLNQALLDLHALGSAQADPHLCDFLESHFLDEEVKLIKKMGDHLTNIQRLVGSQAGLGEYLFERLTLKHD
#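 Concentration-response curves derived by four-parameter Hill fitting of normalized fluorescence, where compounds displaced 1-AMA from 10 uM horse apoferritin following a brief 10 min room-temperature incubation; propofol titration acted as positive control.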
# TRHR enhancer = allosterically enhances the human TRH receptor; TRHR cells, fluo-8 calcium fluorescence, EC20 TRH enhancement; enhancement, % at 2 µM; 360,000 tested, 0.66% active; AID 493056; in the data active means enhancement above about 30%; further: 0% is about no effect
#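 Enhancer read-out: after compound pinning and an initial kinetic agonist-mode read, an EC20 of TRH (10 nM final) was injected and fluo-8 calcium signal (Ex 480/Em 530) followed at 1 s/cycle for 100 cycles in TRHR-expressing cells.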
# RXFP1 antag = antagonists of human relaxin receptor RXFP1. Q9HBX9. HEK293-RXFP1, relaxin-stimulated cAMP HTRF, 30 min; stronger effect = lower value. activity change, negative = inhibition, % at 57.5 µM. 350,000 tested, 0.59% active. AID 1259400;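 active means activity change of -60% or lower, but not beyond a set lower limit; inconclusive means change between -60% and -40%, or beyond the set limit; inactive means change above -40%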; further: on the % scale 0 is the no-effect control and ±100 the full control effect
# RXFP1 agonist = RXFP1 (human) receptor agonism | Potency, µM (highest dose often 57.5 µM), without a hit: at the highest dose activation, usual class: activators | Q9HBX9 | 370,000 tested, 0.3% active | HEK293T-RXFP1 cAMP TR-FRET, 30 min; response scale: percent of porcine relaxin response, buffer zero; further: potency means the concentration at half of the fitted maximal effect; on the % scale 0 is the no-effect control and ±100 the full control effect; nearly all actives have a fitted effect of over 60% in size; many of its hits are not listed in these tables
#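 cAMP rise read by TR-FRET after 30 min, 37C compound exposure (up to 58 uM) in RXFP1-transfected HEK293 cells with Ro 20174 present. EC50 from Hill-equation fits, with 29 nM porcine relaxin as 100% and buffer as basal.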
# Active calls of the source: *; ? = inconclusive; . = not tested or not shown. Unless noted, the call rests on the fitted dose curve; in most records, active means well fitted curve in the direction sought with a large enough effect; inconclusive means small, poorly fitted or top-dose-only effect, or another doubt; inactive means no such curve, though single readings can be large; an effect the other way counts as inactive or inconclusive. An excerpt, so the mix of outcomes need not match the whole.
SMILES,TRHR agonist,D1 PAM,D1 ag,D1 antagonist,D2 potentiator,Anesthetic bind,TRHR enhancer,RXFP1 antag,RXFP1 agonist
CCOC(=O)Cc1csc(NC(=O)/C=C\c2ccccc2)n1,0.8,-2,11,0,-8,-7%,-13,-4,0.5%
CC(=O)C1=C(O)C(=O)N(Cc2ccco2)C1c1ccc(F)cc1 (configuration not stated),-2.1,-1,3,-1,2,8%,-1,8,-2.7%
Cc1ccc2nc(-c3ccccn3)cc(C(=O)NC(C)C(C)(C)C)c2c1 (configuration not stated),-1.4,-3,0,-4,-4,-8%,-1,13,3.4%
CCc1nc(SCC(=O)NCc2ccco2)c2c(=O)n(C)c(=O)n(C)c2n1,-0.5,-3,1,-5,.,-6%,5,14,10%
O=C(NCc1ccc(Cl)cc1)C1CCCN(c2ncnc3onc(-c4ccc(F)cc4)c23)C1 (configuration not stated),-0.3,-8,2,-8,-4,-13%,7,0,-1.7%
Cc1ccc2oc(-c3ccc(Cl)c(NC(=O)c4ccc(OC(C)C)cc4)c3)nc2c1,0.2,-1,1,3,-5,0%,-3,-4,1.3%
Cc1cccc(-c2nnc(SCCOc3ccc4c(C)cc(=O)oc4c3)o2)c1,-0.1,1,2,5,16,-21%,-3,-5,1.5%
COc1cccc(CN(C)Cc2nc3cc(C(F)(F)F)ccc3c(=O)[nH]2)c1,-0.7,-2,0,-3,0,0%,5,0,1.1%
CCCCOc1ccc(C(=O)NCCc2csc(-c3ccc(OC)cc3)n2)cc1,1.2,-5,14,-19,-5,3%,-2,-23,-3.6%
Cc1ccc(SCc2nc(-c3ccc(C(=O)NCc4ccc(Cl)cc4)cc3)oc2C)cc1,0.1,-3,2,-84*,3,2%,-10,-3,2.9%
N#Cc1ccc(/C=N/NC(=O)CCc2ccc(S(=O)(=O)N3CCOCC3)cc2)cc1,0.0,-1,2,26,5,-9%,3,-9,-0.2%
CCC(=O)c1ccc(OCc2ccccc2)c(OC)c1,-0.2,-2,4,-1,-2,-7%,2,-8,1.0%
Cc1ccc(CNC(=O)c2ccc3c(=O)n(CCCN4CCCC4=O)c(=S)[nH]c3c2)cc1,-0.3,-6,1,3,-1,-9%,5,-1,1.7%
Cc1ccc(NC(=O)COc2ccc(-c3nnco3)cc2)cc1S(=O)(=O)N1CCOCC1,-0.8,-4,5,-11,12,-4%,9,-28,-0.9%
COc1ccc(N(CC(=O)N/N=C/c2ccccc2F)S(=O)(=O)c2ccccc2)cc1,-1.1,4,2,27,5,-3%,5,-3,-1.6%
COc1ccc(C(=O)NC2CCN(S(=O)(=O)Cc3ccccc3)CC2)c(OC)c1,-0.3,0,1,-3,.,-9%,1,-9,-0.2%
COc1ccccc1NC(=O)N1CCCC1C(=O)Nc1nnc(C(C)C)s1 (configuration not stated),0.1,-8,0,-13,7,-11%,9,-1,0.6%
O=C(NC1=NCCS1)[C@H](Cc1ccccc1)N1C(=O)c2ccccc2C1=O,0.2,2,1,-13,.,-15%,4,-4,0.2%
Cc1nn2c(C)c(C(=O)NCc3ccco3)cnc2c1-c1ccccc1,0.0,-8,3,-29,0,-18%,-4,?,-0.9%
CCCCCC(=O)Nc1c2c(nc3ccccc13)CCC2,0.3,-1,2,3,4,-10%,32*,12,0.4%

# An excerpt of these results, tab-delimited:
Molecule	TRHR agonist	D1 PAM	D1 ag	D1 antagonist	D2 potentiator	Anesthetic bind	TRHR enhancer	RXFP1 antag	RXFP1 agonist
CCC(=O)c1ccc(OCc2ccccc2)c(OC)c1	-0.2	-2	4	-1	-2	-7%	2	-8	1.0%
Cc1ccc(CNC(=O)c2ccc3c(=O)n(CCCN4CCCC4=O)c(=S)[nH]c3c2)cc1	-0.3	-6	1	3	-1	-9%	5	-1	1.7%
Cc1ccc(NC(=O)COc2ccc(-c3nnco3)cc2)cc1S(=O)(=O)N1CCOCC1	-0.8	-4	5	-11	12	-4%	9	-28	-0.9%
COc1ccc(N(CC(=O)N/N=C/c2ccccc2F)S(=O)(=O)c2ccccc2)cc1	-1.1	4	2	27	5	-3%	5	-3	-1.6%

# Returning to the listing with the 3 entries that preceded the break.
SMILES,TRHR agonist,D1 PAM,D1 ag,D1 antagonist,D2 potentiator,Anesthetic bind,TRHR enhancer,RXFP1 antag,RXFP1 agonist
O=C(NC1=NCCS1)[C@H](Cc1ccccc1)N1C(=O)c2ccccc2C1=O,0.2,2,1,-13,.,-15%,4,-4,0.2%
Cc1nn2c(C)c(C(=O)NCc3ccco3)cnc2c1-c1ccccc1,0.0,-8,3,-29,0,-18%,-4,?,-0.9%
CCCCCC(=O)Nc1c2c(nc3ccccc13)CCC2,0.3,-1,2,3,4,-10%,32*,12,0.4%
COC(=O)C1[C@H]2SC(C)(C)C(C(=O)OC)N2C(=O)N1Cc1nc2ccccc2s1 (some centres not stated),-0.2,3,0,-5,0,-16%,3,.,0.0%
CC1CCCCN1CCn1c(=S)[nH]c2ncccc2c1=O (configuration not stated),0.1,-2,3,11,-7,-8%,-1,-17,5.7%
CS(=O)(=O)Nc1cccc(C2=NN(C(=O)c3ccc(F)cc3)C(c3cccs3)C2)c1 (configuration not stated),0.4,9,2,-6,-3,-13%,5,2,0.2%
CCc1nc2ccccc2n1CC(=O)N1CCN(Cc2ccccc2)CC1,-0.4,-3,1,8,2,-2%,-2,6,1.0%
CN(C)CCCN1C(=O)c2cccc3cccc(c23)C1=O,0.3,-1,2,-12,8,1%,-3,-9,5.3%
Cc1nc2nc(SCC(=O)O)nn2c(C)c1Cc1ccccc1Cl,0.9,8,2,2,9,0%,1,-5,2.3%
CN(C)CCNC(=O)C(=O)NCC(c1ccc2c(c1)OCO2)N1CCN(c2ccc(F)cc2)CC1 (configuration not stated),0.7,-2,9,4,-2,-11%,1,-5,1.1%
Cc1ccc(NC(=O)C2CCCC2)cc1S(=O)(=O)N1CCOCC1,0.4,-3,4,-10,1,.,-1,13,1.2%
CC(C)OC(=O)c1ccc(Cn2nnc3sc4c(c3c2=O)CCCC4)cc1,-0.3,-1,2,0,6,-7%,-14,-1,0.1%
Cc1ccc(F)c(N=Cc2c(O)c3ccccc3oc2=O)c1,-0.1,13,2,-3,-3,-2%,-7,4,-0.9%
O=C(Cc1cccs1)Nc1ccccc1NC(=O)Cc1cccs1,0.0,-6,3,-9,-2,-16%,0,5,0.3%
c1ccc(CN(Cc2ccccc2)Cc2nnc(-c3cc4ccccc4[nH]3)s2)cc1,-0.2,-7,2,10,.,.,0,.,.
CC12OC1C1(O)CCCC1=CC2=O (configuration not stated),-0.2,-3,2,1,-10,-9%,-3,.,-1.7%
O=C1c2cccc3cccc(c23)C(=O)N1CC1CCCO1 (configuration not stated),0.2,5,0,0,2,-9%,-3,0,4.0%
Cn1c(CCN2CCOCC2)nc2cc(NC(=O)COc3ccccc3)ccc21,0.5,-5,2,6,-5,-11%,-3,-5,0.0%
O=C(COC(=O)Cc1cn2ccsc2n1)NC12CC3CC(CC(C3)C1)C2,0.1,-6,0,3,3,?,-3,-6,0.5%
C=C(C)CSc1nc2ccccc2c(=O)n1-c1c(C)n(C)n(-c2ccccc2)c1=O,-1.2,-3,0,-10,-3,-11%,-4,3,2.3%
O=C(O)CC1NC(=O)N(C2CCCCC2)C1=O (configuration not stated),0.1,-4,1,0,-6,1%,-4,-27,-0.8%
COc1ccc(C2Cc3ccccc3C(=O)O2)cc1 (configuration not stated),-0.7,-1,0,4,0,-3%,-3,-11,0.6%
Cc1ccc(S(=O)(=O)N(CC2CO2)c2cc(Cl)ccc2Cl)cc1 (configuration not stated),-1.2,.,2,-5,-2,-5%,-1,9,11%

# Given with tabs: part of the list above.
smiles	TRHR agonist	D1 PAM	D1 ag	D1 antagonist	D2 potentiator	Anesthetic bind	TRHR enhancer	RXFP1 antag	RXFP1 agonist
c1ccc(CN(Cc2ccccc2)Cc2nnc(-c3cc4ccccc4[nH]3)s2)cc1	-0.2	-7	2	10	.	.	0	.	.
CC12OC1C1(O)CCCC1=CC2=O (configuration not stated)	-0.2	-3	2	1	-10	-9%	-3	.	-1.7%
O=C1c2cccc3cccc(c23)C(=O)N1CC1CCCO1 (configuration not stated)	0.2	5	0	0	2	-9%	-3	0	4.0%

# Following part
SMILES,TRHR agonist,D1 PAM,D1 ag,D1 antagonist,D2 potentiator,Anesthetic bind,TRHR enhancer,RXFP1 antag,RXFP1 agonist
COC(=O)C(NNc1ccccc1)(NC(=O)c1cccc(F)c1)C(F)(F)F (configuration not stated),-0.4,0,-1,.,5,?,-3,-3,0.8%
CCC1=Nc2cc(C(=O)NCCN3CCCC3)ccc2Sc2ccc(C)cc21,2.8,-10,8,-4,-1,-15%,5,4,-0.7%
CCc1c(C)[nH]c(C(=O)OCc2ccccc2)c1C,0.8,-3,4,8,-13,?,-2,-1,2.2%
Cc1cc(C(=O)CN2C(=O)NC3(CCCCC3)C2=O)c(C)n1-c1ccc2c(c1)OCO2,0.0,-4,-1,-14,16,-24%,4,-4,0.6%
O=C(CCC(=O)N1CC2CCCN2c2ccccc21)NCc1ccc(Cl)cc1 (configuration not stated),-0.7,-6,1,-17,-5,-16%,-7,.,-0.2%
COc1cccc(C(=O)Nc2c3c(nn2-c2ccc(Cl)cc2)CS(=O)(=O)C3)c1,-0.6,0,-3,-33*,-12,-14%,4,.,-0.8%
COc1ccc2occ(C(=O)c3ccccc3)c2c1,-1.5,2,1,-10,5,?,2,-11,-3.1%
Cc1nc2c(-c3ccccc3)c(C)nn2c(C)c1CCC(=O)NCc1ccc(F)cc1,-0.2,-6,0,-12,-2,-6%,6,.,0.1%
CCOC(=O)c1nnn(CC(=O)NC(=O)Nc2ccccc2F)c1C(=O)OCC,1.1,1,23,-2,24,-11%,-1,-6,-1.2%
CC(C)n1c(-c2cccnc2)nc2cnccc21,-0.2,1,-1,17,4,-6%,-3,13,1.5%
COCCNC(=O)CSc1c2c(nc3ccc(Cl)cc13)CCCC2,-0.1,24,1,-15,21,-4%,-3,7,15%
Cc1cc2cc(CN(Cc3ccc4c(c3)OCO4)Cc3nnnn3C3CCCC3)c(=O)[nH]c2cc1C,0.0,-7,1,8,-3,-15%,0,-2,14%

# Assay outcomes as filed in PubChem BioAssay.
